Bioassay records deposited in PubChem BioAssay by Southern Research Specialized Biocontainment Screening Center.
inhibitors of VEEV – inhibitors of VEEV TC-83 cytopathic effect, confirmation, Vero cells (AID 588727); Vero cells, VEEV TC-83 cytopathic effect inhibition; higher % means a stronger effect; inhibition, % at 20 µM; hits with a dose series show IC50 in µM; hit rate 0.13% among 350,000; in the data active means a potency from the dose series; inconclusive means inhibition mostly from about 14% at the one dose, without a potency; inactive means the rest, 99 in 100 with inhibition below about 12%; further: strong numbers were not always called active
H37Rv inhibition – M. tuberculosis growth inhibition, HTS (AID 449762). M. tuberculosis H37Rv growth inhibition, 7H9 media; higher % means a stronger effect. inhibition, % at 25 µM; hits with a dose series show IC50 in µM. hit rate 0.59% among 330,000; in the data active means a potency from the dose series; inconclusive means inhibition above about 70% without an active follow-up result;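 further: bacterial growth assessed after seven days of incubation; strong numbers were not always called active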
Salmonella PhoP GFP – Inhibition of PhoP regulon, Salmonella typhi GFP reporter cells, confirmation, 4 h (AID 1850) | one-dose inhibition, % at 50 µM; IC50 in µM for titrated hits | Salmonella Typhi PhoP-promoter GFP reporter, fluorescence, 4 h; higher % means a stronger effect | hit rate 0.33% among 310,000; in the data active means a potency from the dose series; inconclusive means inhibition mostly from about 25% at the one dose, without a potency; inactive means the rest, 99 in 100 with inhibition below about 19%;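 further: 0% = induced wells with vehicle and 100% = uninduced wells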
M. tuberculosis – growth inhibition of non-replicating M. tuberculosis (AID 488890). Mycobacterium tuberculosis non-replicating, growth inhibition; higher % means a stronger effect. hit rate 0.39% among 320,000. one-dose inhibition, % at 25 µM; IC50 in µM for titrated hits; in the data active means a potency from the dose series; inconclusive means inhibition mostly from about 82% at the one dose, without a potency; inactive means the rest, 99 in 100 with inhibition below about 76%;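 further: plate controls were DMSO cells for no effect and high antibiotic wells for full effect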
influenza NS1A – NS1A inhibition, H1N1 influenza, cell based functional assay (AID 504329); NS1A functional cell-based assay, percent inhibition; higher % means a stronger effect; inhibition, % at 12.5 µM; hits with a dose series show IC50 in µM; hit rate 0.3% among 340,000; in the data active means a potency from the dose series; inconclusive means inhibition above about 27% without an active follow-up result; further: strong numbers were not always called active
inhibitors of VEEV 10K pilot screen – second read-out of inhibitors of VEEV, no call of its own (marks repeat the call); inhibition, %; measured here: 10K pilot screen inhibition
Starred values were filed as active, the others as inactive; i = inactive; ? = inconclusive; / = no result given. Rows were taken by chance, and some 1.6% of all compounds hit somewhere here.

SMILES | inhibitors of VEEV | H37Rv inhibition | Salmonella PhoP GFP | M. tuberculosis | influenza NS1A | others
COc1cc(NC(=O)C2CCCN(S(=O)(=O)c3cnc[nH]3)C2)cc(OC)c1 (stereo unspecified) | 0.6% | -4.4% | -8.2% | / | -6.4%
Cn1c(Sc2nc3ccccc3n2C)nc2ccccc21 | 0.3% | 2.6% | 5.8% | 57.1% | 0.8%
CCSc1ccccc1C(=O)N1CCC2(CC1)CC(=O)c1ccccc1O2 | 8.9% | -5.0% | 6.5% | 14.4% | -12.2%
CC(C)Sc1nc2ccsc2c(=O)[nH]1 | 1.0% | 1.1% | 2.4% | -4.6% | -6.8%
O=C(O)C1CCCCC1C(=O)Nc1ccc2c(c1)CCC2 (stereo unspecified) | 7.8% | ? | -12.7% | 20.2% | -2.5%
O=C(O)CCSc1nc(C(F)(F)F)cc(=O)n1-c1ccccc1 | 1.5% | -1.4% | -5.1% | -6.6% | -0.8%
CCOC(=O)Cc1csc(NC(=O)CSc2nc3sc(C(=O)O)c(C)c3c(=O)[nH]2)n1 | 2.5% | -1.3% | 0.9% | 1.4% | 6.5%
Cc1ccc(S(=O)(=O)Nc2nc3ccccc3s2)cc1[N+](=O)[O-] | 0.9% | 0.3% | 12.8% | 16.1% | 0.3%
O=C(CSc1nnc(-c2cccnc2)o1)c1cc2ccccc2oc1=O | 1.2% | 3.1% | 7.5% | 58.5% | -5.9%
COc1ccc(C2NC(c3ccc(OC)cc3OC)C(C)C(=O)C2C)c(OC)c1 (stereo unspecified) | i | -5.9% | 7.7% | -8.9% | -5.3%
COCCN(C(=S)Nc1ccccc1OC)C1CCN(C(C)=O)CC1 | 1.2% | -1.8% | -5.8% | -6.4% | -11.1%
Cc1cc(-c2ccccc2)nc2cc(C(=O)NCc3ccco3)nn12 | 7.9% | -3.1% | -2.0% | -11.6% | 11.0%
COc1ccc2nc(SCC(=O)NC(C)c3ccccc3)[nH]c2c1 (stereo unspecified) | 2.2% | 4.2% | / | -7.5% | -16.6%
CC(=O)Nc1cccc(C(=O)N2CCN(S(=O)(=O)c3ccc(C4CCCCC4)cc3)CC2)c1 | 1.1% | / | / | / | 7.9%
COc1ccc(CCNC(=O)Cn2nc([N+](=O)[O-])c(Br)c2C)cc1OC | i | 1.6% | -2.2% | -7.2% | 11.0%
CC(=O)Nc1ccc(NC(=O)CSc2nc3nc(C)cc(C)c3c(=O)[nH]2)cc1 | 1.1% | 0.9% | 2.0% | 3.2% | -2.3%
Cc1cccc([C@@H]2[C@@H]3C(=O)N(Cc4ccccc4)C(=O)[C@@H]3[C@]3(C)C(=O)N(c4ccc(C(F)(F)F)cc4)C(=O)N23)c1 | 2.0% | 3.2% | -2.7% | 58.5% | 5.1%
O=C(O)CCOc1ccc2c(c1)OCCO2 | 0.9% | 3.3% | -1.2% | 1.5% | -4.3%
O=C(NCc1nc2ccccc2[nH]1)C1=C[C@@H](c2ccc(Br)cc2)C[C@@H](OCCCCO)O1 | 0.7% | ? | -2.3% | 58.0% | 3.4%
OCCN1CCN(CC(O)COc2ccc3ccccc3c2)CC1 (stereo unspecified) | i | -4.9% | 9.7% | -3.2% | -5.5%
CNC(=O)Cn1c(=O)n(C)c2ccccc21 | i | 4.0% | 2.1% | -3.9% | 0.5%
CC1CCN(C(=O)c2[nH]cnc2C(=O)NCC(=O)OC(C)(C)C)CC1 | 0.5% | 3.1% | 5.2% | -1.1% | -1.8%
CCc1nnc(NS(=O)(=O)c2ccc(NC(=O)c3cc(Cl)ccc3Cl)cc2)s1 | 1.3% | -4.7% | 5.6% | 12.3% | -3.8%
O=C(c1ccccc1F)N1CCN(c2ccc([N+](=O)[O-])c3ncccc23)CC1 | 7.4% | 8.1% | 2.1% | -0.7% | -1.9%
CS(=O)(=O)c1ccc2nc(NC(=O)c3ccc(Cl)nc3)sc2c1 | 3.2% | -1.5% | 25.3% | 57.1% | 1.9%
(continued)
SMILES | inhibitors of VEEV | H37Rv inhibition | Salmonella PhoP GFP | M. tuberculosis | influenza NS1A | others
COc1ccc(C2SCCN2S(=O)(=O)c2ccccc2)cc1 (stereo unspecified) | i | -5.8% | -2.1% | 23.2% | 2.0%
CC(C)CN(CC(C)C)C(=O)Nc1ccc(F)cc1F | 0.9% | 4.9% | -1.9% | -9.4% | -10.4%
COc1cc(/C=C/C(=O)c2ccc3c(c2)OCO3)cc(OC)c1OC | 11.0% | 59.7% | / | 45.0% | -11.5%
CCCCCCC(=O)Oc1ccc(N2C(=O)CCC2=O)cc1 | 1.5% | 10.8% | -3.5% | -29.4% | 1.9%
Cc1nnnn1-c1cccc(C(=O)O)c1 | 0.4% | 0.4% | 0.9% | 1.0% | -5.3%
COc1ccc(C2CC(=O)N(CCCN(C)CCc3ccc(OC)c(OC)c3)C2)cc1 (stereo unspecified) | i | 2.2% | -6.0% | 1.2% | 4.0%
CC(=O)Nc1ccc(SCC(=O)c2cc(C)n(C)c2C)cc1 | 7.2% | 34.4% | -9.2% | 12.6% | -9.5%
CCCCOc1ccc(CN2CCN(CC)CC2)cc1 | 1.5% | -10.1% | 10.9% | 6.1% | -5.6%
C/C(=N\NC(=O)Cc1csc(N2CCOCC2)n1)c1ccccc1 | 1.3% | -16.4% | 7.0% | -0.3% | -0.6%
COCCN1CCN(C(=O)C2CCC(=O)N(Cc3ccccc3F)C2)CC1 (stereo unspecified) | 3.2% | -8.2% | -6.3% | -5.6% | -5.8%
CC(C)C(NC(=O)c1ccc2c(c1)OCO2)C(=O)N/N=C/c1cccs1 (stereo unspecified) | i | 10.0% | -4.2% | -5.4% | 1.9%
O=C1COc2ccc(C(=O)COc3ccc(Cl)cc3Br)cc2N1 | 7.2% | 49.4% | 9.7% | 1.3% | -3.7%
Cc1ccc(-c2csc3nc[nH]c(=O)c23)cc1C | 1.9% | 3.1% | 0.0% | 53.8% | -20.2%
CC(NC(=O)CCNS(=O)(=O)c1ccc2c(c1)c(=O)n(C)c(=O)n2C)c1ccccc1 (stereo unspecified) | 0.9% | / | -0.1% | / | 0.4%
CCN(CC(=O)Nc1cc(Cl)ccc1C)C(=O)c1oc2ccc(OC)cc2c1C | 2.6% | 9.4% | 2.3% | 12.5% | -13.0%
CC(C)c1nc(NCc2ccccc2)c(C#N)c2c1CCCC2 | 1.6% | -5.2% | 0.0% | -4.8% | -4.0%
c1ccc2cc(CSCc3nc4ccccc4[nH]3)ccc2c1 | i | -14.8% | 15.5% | ? | -0.7%
Cc1ccc(C)c(N2CCN(C(=O)CCS(=O)(=O)c3ccc4c(c3)CCN4C(=O)C3CC3)CC2)c1 | i | 2.3% | -0.5% | 22.2% | -5.4%
CCOc1ccc2nc(SC3CC(=O)N(c4cccc(OC)c4)C3=O)sc2c1 (stereo unspecified) | 2.5% | 23.5% | -2.6% | ? | -4.7%
Cc1cccc(NC(=O)Nc2cccc3ccccc23)c1 | 1.2% | -5.1% | -12.9% | 1.0% | -4.5%
CCOc1ccc(-c2nnc(-c3ccco3)o2)cc1 | 2.6% | 5.1% | -8.3% | ? | 23.0%
CCN(CC)CCN1C(=O)C2C3c4ccccc4C(c4ccccc43)C2C1=O (stereo unspecified) | 0.3% | -6.6% | 6.5% | 3.9% | -1.8%
Cc1ccc(/C=N/c2sc3c(c2C#N)CCCCC3)o1 | 0.9% | 1.6% | -0.2% | -7.2% | 17.3%
CC(=O)N1CCOc2ccc(S(=O)(=O)Nc3cccc(C)n3)cc21 | 4.4% | 3.3% | -2.2% | 1.4% | -7.9%
O=[N+]([O-])/C=C1/CCCCCN1 | 1.2% | -2.8% | -2.4% | -0.9% | -3.0%
The list continues:
SMILES | inhibitors of VEEV | H37Rv inhibition | Salmonella PhoP GFP | M. tuberculosis | influenza NS1A | others
O=C(Cc1cccc2ccccc12)NNC(=O)c1cccs1 | 1.9% | -1.8% | 7.6% | -6.6% | 17.8%
COc1cc2c(-c3ccc4cc[nH]c4c3)c(-c3ccc(C#N)cc3)oc(=O)c2cc1OC | 4.0% | ? | / | 64.3% | -19.7%
COC(=O)/C=C(\C)N=Nc1c(O)[nH]c2ccccc12 | 1.6% | 6.6% | -3.2% | -0.6% | 17.8%
Cc1cc(C)c(NS(=O)(=O)c2ccc3c(c2)NC(=O)CC(=O)N3)c(C)c1 | 3.9% | 1.9% | 0.4% | 2.6% | -6.4%
Cc1ccc(C(=O)NNC(=O)c2csc(N3CCOCC3)n2)s1 | 1.4% | -6.2% | -7.4% | -15.2% | -0.5%
O=C(/C=C\c1ccco1)Nc1nc(-c2ccccc2)cs1 | 0.2% | -3.5% | 9.7% | 22.9% | 10.0%
O=C1c2cccc3c(Nc4ccccc4Cl)c([N+](=O)[O-])cc(c23)C(=O)N1CCO | 2.0% | -14.2% | 1.0% | 16.2% | 1.6%
COc1ccccc1NS(=O)(=O)c1ccc(C)c(C(=O)NCC2CCCO2)c1 (stereo unspecified) | 0.5% | 3.8% | -6.3% | 3.5% | 2.1%
CC(=O)N1CCC(N(CCN2CCOCC2)C(=O)Nc2ccc(Cl)c(Cl)c2)CC1 | 0.3% | -0.7% | 18.6% | / | 32.4%
O=C(O)c1ccc(C2NCC(c3ccccc3Cl)c3c2[nH]c2ccccc32)cc1 (stereo unspecified) | 2.6% | -2.8% | -0.2% | -1.8% | -8.5%
Cc1cc(NC(=O)CCN2C(=O)/C(=C/c3ccccc3Cl)SC2=S)no1 | 1.3% | -0.9% | -3.3% | 15.7% | -1.7%
COc1ccc(C(=O)/C=C/c2ccc(OC)cc2OC)c(O)c1 | 8.3% | ? | -3.5% | 28.3% | 2.0%
COc1ccc(N2CCN(C(=O)C(=O)c3c(C)[nH]c4ccccc34)CC2)cc1 | 0.4% | 8.9% | 12.8% | 20.5% | 6.5%
CCOc1ccccc1NC(=O)N1CCN(S(C)(=O)=O)CC1 | i | -10.0% | -6.2% | -0.3% | 4.6%
O=C(Nn1cnnc1)C(c1ccccc1)c1ccccc1 | 1.6% | 1.4% | -1.0% | -10.7% | -5.6%
COc1cccc(CNCC(=O)Nc2ccc(N3CCOCC3)cc2)c1 | i | 3.2% | -5.1% | 1.4% | -7.6% | inhibitors of VEEV 10K pilot screen=0.6
CCCCNC(=O)CCC(=O)NNc1nc2ccccc2c2nc(C)nn12 | i | -2.3% | 2.8% | -6.8% | 12.0%
CC(NC(=O)Cc1ccccc1F)c1ccc(F)cc1 (stereo unspecified) | i | 3.4% | -0.9% | -10.1% | -3.8%
O=C1c2ccccc2C(=O)N1c1ccccc1 | 1.6% | / | / | / | -3.3%
C=CCOc1ccc(CNc2nccs2)cc1OC | 2.4% | -5.0% | -2.8% | 12.2% | -19.1%
O=C(N[C@@H](Cc1ccccc1)C(=O)NCc1ccc(F)cc1)C1CCNCC1 | 1.0% | -3.9% | 0.3% | 0.7% | -1.1%
CCCC(C)c1nnc(NC(=O)COc2ccc3c(c2)OCO3)s1 (stereo unspecified) | 0.7% | 10.5% | -11.3% | 37.7% | 11.7%
COc1ccc(-n2c(SCC(=O)NNC(=O)c3ccccc3C)nnc2-c2ccncc2)cc1 | 0.8% | -6.0% | 0.7% | 7.2% | -3.0%
COc1cccc(CNC(=O)CCC2CCCN(C(=O)c3cc(C4CC4)[nH]n3)C2)c1 (stereo unspecified) | 0.2% | -7.8% | 0.9% | 12.2% | 12.1%
OCCn1nc2c3ccccc3nc-2n(-c2ccccc2)c1=S | 1.7% | 2.4% | -18.9% | 12.3% | -5.0%
